Compound activity deposited in PubChem BioAssay by several laboratories.
SRC1 inh: inhibits human SRC1 coactivator. Q15788. HEK293 GAL4-SRC1 luciferase reporter, luminescence. inhibition, % at 3.6 µM. 0.12% of 360,000 active. AID 588354;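 active means inhibition above the campaign mean plus 3 SD, with each screening campaign given its own cutoff, cut at about 60% in these data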;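 further: 0% = DMSO treated cells and 100% = gossypol at 36 µM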
NR5A2 inv ag: inverse agonists of human LRH-1 (NR5A2); O00482; HEK293T StAR-luciferase reporter, LRH-1 transfected, 24 h; inhibition, % at 3.6 µM; 0.13% of 360,000 active; AID 602396;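 active means inhibition above the mean inhibition of all tested compounds plus 3 SD, cut at about 73% in these data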;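 further: 0% = DMSO wells and 100% = reporter-only cells lacking LRH-1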
CF NFkB block: inhibitors of cystic fibrosis induced NF-kB; KKLEB NF-kB-GFP reporter, PAF-induced, GFP fluorescence overnight; inhibition, % at 5 µM; 0.86% of 360,000 active; AID 588850;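 active means at least 50% inhibition at 5 µM, scaled per plate between neutral and stimulator controls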;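 further: PAF is a Pseudomonas aeruginosa culture filtrate used as stimulus; plate controls were PAF-stimulated DMSO wells for no effect and unstimulated DMSO wells for full effect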
EBV LMP1 NFkB: inhibitors of Epstein-Barr LMP1-induced NF-kappaB reporter | LMP1-induced NF-kappaB luciferase reporter cells, luminescence | inhibition, % at 12.5 µM | 0.69% of 350,000 active | AID 504558; in the data active means inhibition above about 41%;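 further: 0% = neutral control wells and 100% = reference inhibitor control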
C8 TRAIL sens: sensitizes caspase-8 expressing cells to TRAIL; NB7+C8 cells + TRAIL, ATPlite viability luminescence; inhibition (viability loss, TRAIL sensitization), % at 10 µM; 1% of 360,000 active;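 active means compounds causing at least 50% loss of cell viability in the single-dose screen, relative to plate controls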
KKLEB tox: CF airway cell cytotoxicity counter-screen | KKLEB CF airway cells viability, ATPlite luminescence, overnight; stronger effect = lower value; cells stimulated with P. aeruginosa culture filtrate | activity change (cytotoxicity), % at 5 µM | 0.36% of 360,000 active | AID 602141;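 active means corrected activity change at or below -50% at 5 µM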
TWEAK Fn14 block: blocks TWEAK-Fn14 interaction in a reporter cell assay; TWEAK-stimulated Fn14 reporter cells, luciferase luminescence, 8 h; inhibition, % at 10 µM; 2% of 360,000 active; AID 1159606; in the data active means inhibition above about 50%
NR2F2 inh: NR2F2 (human) inhibition, primary screen. P24468. inhibition, % at 8.6 µM. HEK293T NGFI-A luciferase reporter, luminescence. 0.7% of 370,000 active;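 active means inhibition above a per-plate cutoff, mean inhibition of test wells between control levels plus 3 SD, cut at about 38% in these data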;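 further: cells cotransfected with COUP-TFII expression vector driving the NGFI-A reporter; 0% = median of COUP-TF2 test wells and 100% = reporter-only cells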
TROY NFkB inh: inhibitors of TROY-dependent NF-kB signaling. Q293 LMP1-TROYcd NF-kB luciferase reporter, 4 h. inhibition, % at 10 µM. 0.98% of 360,000 active. AID 1347056;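 active means compounds whose plate-normalised and pattern-corrected inhibition of the luciferase reporter signal at the single screening dose is 50% or more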
NCOA3 inh: inhibitors of human steroid receptor coactivator 3 (SRC3); Q9Y6Q9; inhibition, % at 3.6 µM; HEK293 GAL4-SRC3 luciferase reporter, luminescence; AID 588352; 0.17% of 360,000 active;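 active means inhibition above a per-campaign cutoff, the mean of all compounds plus 3 SD, cut at about 60% in these data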;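 further: 0% = DMSO-treated cells and 100% = gossypol-treated cells at 36 µM; higher means less SRC3-driven luciferase light from the GAL4 reporter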
Target sequence (Q9Y6Q9 whole entry, looked up, the tested form may be a part): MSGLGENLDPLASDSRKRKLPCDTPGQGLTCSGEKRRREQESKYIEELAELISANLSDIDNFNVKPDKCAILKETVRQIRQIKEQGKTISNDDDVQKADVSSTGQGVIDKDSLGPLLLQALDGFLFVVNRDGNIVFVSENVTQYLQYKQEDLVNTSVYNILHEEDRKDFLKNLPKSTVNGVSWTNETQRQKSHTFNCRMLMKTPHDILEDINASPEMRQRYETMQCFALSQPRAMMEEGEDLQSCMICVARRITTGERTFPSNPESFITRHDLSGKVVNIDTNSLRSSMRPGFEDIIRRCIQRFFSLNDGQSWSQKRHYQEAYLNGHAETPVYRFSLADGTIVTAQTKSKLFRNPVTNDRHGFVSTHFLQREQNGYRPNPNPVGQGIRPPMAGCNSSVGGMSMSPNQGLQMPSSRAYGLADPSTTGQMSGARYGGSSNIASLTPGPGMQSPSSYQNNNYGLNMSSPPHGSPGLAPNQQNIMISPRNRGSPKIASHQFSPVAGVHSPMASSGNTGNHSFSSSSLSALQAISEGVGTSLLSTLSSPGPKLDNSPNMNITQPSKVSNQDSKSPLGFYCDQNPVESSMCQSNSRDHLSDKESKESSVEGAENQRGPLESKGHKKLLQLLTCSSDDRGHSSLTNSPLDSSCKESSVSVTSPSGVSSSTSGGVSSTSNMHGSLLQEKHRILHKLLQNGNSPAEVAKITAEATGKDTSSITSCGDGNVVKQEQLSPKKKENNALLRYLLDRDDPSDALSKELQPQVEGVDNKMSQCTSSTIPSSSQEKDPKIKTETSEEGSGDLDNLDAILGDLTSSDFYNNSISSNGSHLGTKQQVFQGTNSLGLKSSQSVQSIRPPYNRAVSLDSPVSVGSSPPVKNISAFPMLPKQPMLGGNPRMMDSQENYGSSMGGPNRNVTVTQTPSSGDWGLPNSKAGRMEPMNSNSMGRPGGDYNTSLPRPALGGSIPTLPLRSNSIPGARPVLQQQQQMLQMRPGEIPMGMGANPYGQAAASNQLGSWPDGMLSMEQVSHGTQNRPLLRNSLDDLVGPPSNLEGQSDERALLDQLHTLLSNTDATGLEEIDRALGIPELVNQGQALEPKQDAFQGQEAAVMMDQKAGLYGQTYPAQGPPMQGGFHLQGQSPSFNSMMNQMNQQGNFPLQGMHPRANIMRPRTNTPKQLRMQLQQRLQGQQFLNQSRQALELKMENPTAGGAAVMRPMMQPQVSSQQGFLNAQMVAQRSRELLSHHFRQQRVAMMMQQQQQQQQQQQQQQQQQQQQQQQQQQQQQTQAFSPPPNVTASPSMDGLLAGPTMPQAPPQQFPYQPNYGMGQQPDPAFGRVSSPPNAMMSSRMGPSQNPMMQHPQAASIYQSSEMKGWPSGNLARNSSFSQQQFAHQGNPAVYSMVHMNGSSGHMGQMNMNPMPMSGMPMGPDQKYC
SRC2 inh: human SRC2 (NCOA2) inhibition; AID 651957; Q15596; inhibition, % at 9 µM; HEK293 GAL4-SRC2 luciferase reporter, luminescence; 0.17% of 370,000 active;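 active means inhibition above the mean inhibition of all tested compounds plus 3 SD, set per campaign, cut at about 52% in these data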;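 further: 0% = DMSO treated cells and 100% = cells given Gossypol at 36 µM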
The depositor's hits bear a star; / = not tested or not shown.

| compound | CF NFkB block | SRC2 inh | EBV LMP1 NFkB | TWEAK Fn14 block | NR2F2 inh | SRC1 inh | NR5A2 inv ag | KKLEB tox | C8 TRAIL sens | TROY NFkB inh | NCOA3 inh |
| --- | --- | --- | --- | --- | --- | --- | --- | --- | --- | --- | --- |
| C/C(CCC12CC3CC(CC(C3)C1)C2)=N\NC(N)=S | -14 | 0 | -28 | 14 | 14 | 5 | 26 | 13 | 1 | -16 | 3 |
| COc1ccc(C(=O)C2CCCN(C(=O)CCc3ccccn3)C2)c(C)c1 (configuration not stated) | 0 | 11 | 31 | 9 | 5 | 5 | -6 | 11 | 4 | -15 | 3 |
| Cn1nc(N)nc1N1CCN(c2ccc(F)cc2)CC1 | 1 | -19 | -15 | -1 | 2 | -8 | -2 | -8 | 2 | 13 | 7 |
| CCN(CC)c1ccc(NC(=O)c2cnccn2)cc1S(=O)(=O)Nc1ccc(OC)cc1 | 16 | 2 | 7 | 12 | 11 | -8 | 4 | -18 | -14 | 3 | 15 |
| Cc1ccc(S(=O)(=O)N2[C@@H](c3ccc(F)cc3)C(C(=O)O)=CC[C@H]2c2ccc(C(C)C)cc2)cc1 | 33 | 7 | 3 | 9 | 1 | -6 | -5 | 13 | -8 | 24 | 2 |
| C#CCN1C(=O)C(O)(CC(=O)c2ccc(OC)c(OC)c2)c2ccccc21 (configuration not stated) | 8 | -19 | -2 | -1 | 14 | 4 | 5 | 2 | -25 | -13 | 5 |
| O=C(NCC1CCCO1)c1coc2nc3ccccc3nc12 (configuration not stated) | 16 | -22 | -1 | 21 | -14 | -3 | -15 | 3 | -16 | -13 | 8 |
| COc1ccc(-n2nc3c(c2NC(=O)C2CC2)CS(=O)C3)cc1 (configuration not stated) | -20 | -28 | 1 | -20 | 2 | -4 | 8 | 6 | 1 | -3 | 12 |
| Cc1ccccc1CSCCNC(=O)CN(c1ccc2c(c1)OCO2)S(C)(=O)=O | -1 | 14 | -2 | 7 | -1 | -7 | -8 | 4 | 20 | 0 | 5 |
| Cc1nn(-c2ccccc2)cc1/C=N/NC(=O)c1cccs1 | -24 | -79 | -3 | -3 | -30 | -156 | -97 | 2 | 23 | -67 | -56 |
| COn1c2c(c3c4no[n+]([O-])c4ccc31)CCCC2 | 9 | 18 | -3 | 13 | 19 | 8 | -10 | -2 | 1 | -18 | 15 |
| CCC(=O)Nc1ccc(NC(=O)c2c(C)nc3ccccn23)cc1 | 20 | 0 | -3 | 4 | 3 | -10 | 0 | -1 | -2 | 11 | -7 |
| COc1ccc(C2NC(=O)NC(O)(C(F)(F)F)C2C(=O)c2ccccc2)cc1OC (configuration not stated) | 26 | -4 | 5 | -9 | 10 | -1 | 7 | -8 | -13 | -65 | -21 |
| O=C(CNc1ccccc1Cl)Nc1cc(S(=O)(=O)N2CCOCC2)ccc1Cl | 14 | -13 | 0 | -23 | -3 | 1 | 25 | -1 | -10 | -2 | -7 |
| CNC(=O)NC(=O)C(OC(=O)c1cccc(S(=O)(=O)N2CCCCC2)c1)c1ccccc1 (configuration not stated) | 8 | -38 | 11 | 7 | 13 | 3 | 1 | 3 | 11 | 12 | 2 |
| O=C(CSc1nc2ccccc2c(=O)n1C1CC1)NCc1ccccc1 | 11 | 18 | 0 | -9 | 4 | -6 | 12 | 6 | 20 | 0 | -7 |
| COc1ccc(NS(=O)(=O)c2cc(C)ccc2C)cc1 | 8 | -2 | -22 | 14 | -8 | 2 | -4 | -10 | -10 | 10 | 20 |
| COc1ccccc1CNC(=O)CN1C(=O)NC2(CCOc3ccccc32)C1=O (configuration not stated) | 9 | 14 | 9 | -17 | 21 | 0 | -10 | -8 | -16 | -9 | 1 |
| COc1ccc(S(=O)(=O)N2CCCC(C(=O)N3CCN(c4ccccc4)CC3)C2)cc1Cl (configuration not stated) | 8 | -4 | 4 | 23 | 15 | 17 | 6 | 4 | 6 | 27 | 7 |
| O=C(COC(=O)CNC(=O)c1ccccc1)NCCNC(=O)COC(=O)CNC(=O)c1ccccc1 | -21 | 22 | 3 | 4 | -7 | -10 | -1 | 14 | 1 | 4 | 0 |
| O=[N+]([O-])c1ccc(CN2CC(N3CCCC3)CS2(=O)=O)cc1 (configuration not stated) | -13 | -16 | -7 | -8 | 15 | 9 | -9 | 10 | -2 | 1 | -3 |
| CCCS(=O)(=O)NC(=O)C1(C)CCCN(C(=O)c2cc(F)cc(F)c2)C1 (configuration not stated) | -29 | 4 | / | 8 | 3 | 12 | 2 | 3 | -5 | -11 | -6 |
| C[C@H](NC(=O)c1ccccc1Cl)C(=O)OCc1cn2cc(Cl)ccc2n1 | 13 | 5 | 1 | -6 | -10 | -4 | -8 | -8 | -6 | -20 | 2 |
| O=C(COC(=O)c1ccc([N+](=O)[O-])o1)NCc1ccc2c(c1)OCO2 | -8 | -24 | 2 | 2 | -18 | -4 | 17 | 11 | 9 | 8 | 8 |
| COc1ccc(N(CC(=O)Nc2cccnc2)S(=O)(=O)c2ccc(C)cc2)cc1Cl | -10 | -28 | -3 | 11 | -6 | -4 | -38 | 10 | -4 | 18 | 14 |
| O=P(O)(CCc1ccncc1)CN1CCCCC1 | 4 | -3 | -21 | 6 | -17 | -5 | 5 | -4 | 6 | -4 | 4 |
| Cc1noc(C)c1NC(=O)Nc1ccc2c(c1)C(=O)N([C@H](C)CO)C[C@H](C)[C@@H](CN(C)S(=O)(=O)c1ccc(Cl)cc1)OCCCC[C@@H](C)O2 | -1 | -26 | -1 | 3 | -21 | 2 | 17 | 8 | -19 | -4 | -4 |
| Cc1c(C(=O)Nc2ccccc2)cn2c(nc3ccccc32)c1C#N | -15 | -15 | 8 | -35 | 2 | 0 | -3 | -6 | -13 | -4 | 4 |
| CCN1CCN(C(=O)c2ccc3c(Cl)c4c(nc3c2)CCCC4)CC1 | 12 | -10 | -7 | 18 | 6 | -7 | -21 | -12 | -3 | 6 | 8 |
| COc1cccc(-n2c(N)c(-c3nc4ccccc4[nH]3)sc2=S)c1 | 14 | 12 | 3 | -6 | -15 | 5 | -8 | 5 | -9 | -27 | 5 |
| CCSc1nnc(NC(=O)NC(CC)(C(F)(F)F)C(F)(F)F)s1 | 4 | 6 | -6 | 11 | 0 | 5 | 8 | -4 | 7 | 39 | 1 |
| Cc1cc(Br)c2c(c1)C1(OCCO1)C(=O)N2 | 3 | -8 | -10 | -4 | 8 | -6 | 16 | -10 | 4 | -4 | 2 |
| CCOc1cc(C)nc(N2CCC(C(=O)NC3CC3)CC2)n1 | 13 | 5 | 0 | 7 | -11 | 4 | 0 | 14 | 0 | 9 | -3 |
| [O-][n+]1onc2c3ccnnc3ccc21 | -2 | -21 | 8 | 6 | -6 | -8 | -3 | -6 | 4 | 11 | 13 |
| CCOC(=O)C1(Cc2ccc(OC)cc2)CCN(C(=O)C2=CCCC2)CC1 | 1 | -18 | -9 | -11 | 0 | -3 | 5 | 1 | 1 | -10 | 15 |
| Cc1ccc(S(=O)(=O)/N=C2/C=C(C3C(=O)CC(C)(C)CC3=O)C(=O)c3ccccc32)cc1 | -2 | 0 | -19 | 7 | 2 | -102 | -100 | 3 | -15 | 36 | -129 |
| Cc1cccc(OCCCC(=O)Nc2ccc(N(C)C)cc2)c1 | -4 | -59 | -11 | -1 | -33 | -56 | -69 | 5 | 6 | -29 | -62 |
| CCSc1nc(N)c2c(C)c(C)sc2n1 | -2 | -7 | 1 | 4 | -30 | 2 | -14 | 10 | 9 | -33 | -8 |
| CC(C)(C)Nc1nc(NC(C)(C)C)nc(-n2ccnc2)n1 | 3 | 25 | 0 | 1 | 9 | -24 | -10 | -4 | -2 | 15 | 3 |
| NC(=O)COC(=O)CCSc1ccc(Cl)cc1 | 9 | -6 | -11 | -1 | 21 | 3 | 7 | 3 | 4 | 4 | 6 |
| CN(C)c1ccc(NC(=S)N2CCN(c3ncc(C(F)(F)F)cc3Cl)CC2)cc1 | 5 | -10 | 8 | -3 | -4 | -5 | -23 | 14 | 2 | -21 | 6 |
| Cc1cc(C(=O)NNc2ccc(C(C)C)cc2)n(C(C)(C)C)n1 | 8 | -10 | 1 | 9 | -3 | 5 | 4 | -6 | -8 | -8 | 8 |
| COC(=O)C[C@H]1c2cc(F)ccc2S(=O)(=O)N1C(C)C | -10 | -23 | -3 | -8 | 1 | 7 | -13 | -1 | -7 | 1 | 7 |
| O=C(CN1C(=O)NC2(CCc3ccccc32)C1=O)Nc1c(Cl)cccc1Cl (configuration not stated) | -20 | -9 | 4 | -16 | 18 | -4 | 5 | 20 | 8 | -3 | 10 |
| CCCCC(C(=O)N/N=C/c1ccccn1)C(=O)N/N=C/c1ccccn1 | 5 | 1 | 2 | 22 | 7 | 3 | 11 | -8 | -19 | -13 | 14 |
| COc1cc(NC(=S)N2CCN(S(=O)(=O)c3ccc(F)cc3)CC2)cc(OC)c1 | 2 | -6 | -4 | 6 | 1 | -46 | 11 | -5 | -9 | 3 | 6 |
| S=c1[nH]nc(-c2ccc(Cl)cc2)n1Cc1ccccc1 | 2 | -21 | -5 | 0 | 7 | -9 | -1 | -5 | -5 | 10 | 5 |
| COC(=O)C(Cc1ccccc1)NC(=O)CSc1nc(N)cc(=O)[nH]1 (configuration not stated) | 6 | 18 | -2 | 4 | -4 | -20 | 10 | -1 | 2 | -9 | 4 |

Single values from above:
Entry of COc1ccc(-n2nc3c(c2NC(=O)C2CC2)CS(=O)C3)cc1 (configuration not stated) under KKLEB tox: 6
Entry of COc1ccc(NS(=O)(=O)c2cc(C)ccc2C)cc1 under SRC1 inh: 2

(list continues)
| compound | CF NFkB block | SRC2 inh | EBV LMP1 NFkB | TWEAK Fn14 block | NR2F2 inh | SRC1 inh | NR5A2 inv ag | KKLEB tox | C8 TRAIL sens | TROY NFkB inh | NCOA3 inh |
| --- | --- | --- | --- | --- | --- | --- | --- | --- | --- | --- | --- |
| O=C(COc1ccccc1)c1cn(CC(=O)N2CCOCC2)c2ccccc12 | 6 | -16 | 5 | -29 | -15 | -27 | 0 | -6 | -10 | 0 | -3 |
| COc1ccc(S(=O)(=O)NCC(=O)N(CC(=O)NCc2ccco2)Cc2ccccc2)cc1 | -2 | -34 | 4 | 7 | -2 | 9 | 22 | 10 | 7 | 4 | -11 |
| Cc1cc(C)nc(N2CCC(C(=O)O)CC2)n1 | 13 | -6 | 6 | -1 | 5 | -41 | 6 | -2 | -14 | -7 | 0 |
| O=C(NNS(=O)(=O)c1ccc(F)cc1)C1CCN(S(=O)(=O)c2ccccc2)CC1 | -4 | 2 | -1 | 7 | 0 | -7 | -3 | 8 | -3 | -1 | 4 |
| Cc1ccc([C@H]2C(C#N)=C(N)Oc3cc(C)oc(=O)c32)o1 | 33 | -1 | 14 | -9 | 7 | -17 | -4 | 9 | -9 | 9 | 1 |
| COc1ccc(-c2oc3c(c2C(=O)OCCCO)C(OCCCCCO)CCC3)cc1 (configuration not stated) | / | 2 | / | 5 | -7 | / | 8 | / | 20 | -4 | / |
| CCCn1nc(C(=O)NNC(=O)CCOc2ccccc2OCC)c2ccccc2c1=O | 6 | -4 | 6 | -5 | -8 | -7 | 20 | 5 | 6 | -17 | -13 |
| CC1CCCN(c2ccc([N+](=O)[O-])cc2C(=O)c2ccccc2)C1 (configuration not stated) | 27 | 13 | 4 | -12 | -30 | 4 | 25 | -19 | 15 | 4 | -2 |
